Screening results deposited in PubChem BioAssay by ICCB-Longwood Screening Facility, Harvard Medical School.
Polio RdRp inh – poliovirus RNA polymerase inhibition | 150,000 tested, 0.66% active | P03300 | poliovirus polymerase elongation, fluorescence polarization; hits give low values | % elongation, % (compound at 16.7 µg/mL); in the data active means % elongation below about 90%; further: some results filed as inactive read as strong as hits
Target sequence (P03300 1749-2209 limits assumed): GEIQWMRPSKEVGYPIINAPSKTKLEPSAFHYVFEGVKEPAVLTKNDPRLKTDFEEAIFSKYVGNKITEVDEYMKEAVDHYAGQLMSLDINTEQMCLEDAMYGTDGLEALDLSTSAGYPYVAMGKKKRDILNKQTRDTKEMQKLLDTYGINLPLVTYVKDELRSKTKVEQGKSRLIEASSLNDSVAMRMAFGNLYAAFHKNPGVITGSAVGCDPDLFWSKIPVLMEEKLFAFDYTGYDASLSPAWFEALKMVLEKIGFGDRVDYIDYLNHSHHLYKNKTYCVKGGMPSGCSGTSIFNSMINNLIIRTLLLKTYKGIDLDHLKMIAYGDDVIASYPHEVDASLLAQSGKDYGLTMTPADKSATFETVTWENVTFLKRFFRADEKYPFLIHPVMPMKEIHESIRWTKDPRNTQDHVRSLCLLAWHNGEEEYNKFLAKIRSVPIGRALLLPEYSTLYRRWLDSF
Polio RdRp inh FP z-score – second read-out of Polio RdRp inh, no call of its own (marks repeat the call); z-score; measured here: FP z-score; hits read low
The depositor's hits bear a star. Not all compounds are listed (hit frequency here may not be typical).

| smiles | Polio RdRp inh | Polio RdRp inh FP z-score |
| --- | --- | --- |
| Cc1ccc(C(=O)Nc2ccccc2N2CCCCC2)c(C)c1 | 99 | -0.9 |
| COC(=O)c1ccccc1NC(=O)Cn1c(=O)n(CCCC(=O)NCc2ccccc2Cl)c(=O)c2ccccc21 | 106 | -0.6 |
| CCOC(=O)c1c(S(=O)(=O)NCc2ccccc2)c(-c2ccccc2)n(-c2ccccc2)c1C | 106 | 0.5 |
| Cn1c(=O)c(=O)n(C)c2cc(C(=O)NCc3ccccc3Cl)ccc21 | 110 | -0.2 |
| Nc1ccc(N2CCOCC2)cc1 | 97 | -0.5 |
| O=C(Cc1ccccc1)Nc1ccc(N2CCCC2=O)cc1 | 102 | -0.1 |
| COc1ccc(OC)c(NC(=O)Cn2cc(C(=O)c3cccs3)c3ccccc32)c1 | 107 | 0.3 |
| C[N+]1(CC(O)COc2ccccc2F)CCOCC1 (configuration not stated) | 105 | 0.5 |
| CCOc1cc(N2CCOCC2)c(OCC)cc1NC(=O)c1cc(-c2ccco2)nc2ccccc12 | 100 | -0.1 |
| CC1=C(C(=O)Nc2cccc(C(F)(F)F)c2)C(c2ccc3c(c2)OCO3)NC(=O)N1 (configuration not stated) | 104 | 0.3 |
| COc1ccc(C(=O)C[N+]2=C(C)c3ccc(C)n3CC2)cc1 | 102 | 0 |
| C/C(=C\C(=O)C(F)(F)F)NCC1CCCO1 (configuration not stated) | 105 | 0.4 |
| Cc1ccc(C(=O)Nc2ccc(S(=O)(=O)N3CCC(c4nc5ccccc5s4)CC3)cc2)cc1 | 105 | -0.2 |
| O=C(O)CCCN=C1NC(=O)CC(=O)N1 | 109 | 0.7 |
| N#CC1(NCCNC2(C#N)CCCCC2)CCCCC1 | 106 | 0.4 |
| O=C(/C=C1\NC2(CCCC2)Cc2ccccc21)N1CCOCC1 | 100 | -0.3 |
| COc1ccccc1CNC(=O)c1cn(C)c2ccc(S(=O)(=O)N3CCC(C)CC3)cc2c1=O | 106 | 0.4 |
| C(=NCc1ccccc1)c1cn(-c2ccccc2)nc1-c1cccs1 | 102 | 0.1 |
| Cn1c(=O)c2c(nc(CN3CCN(c4ccccc4F)CC3)n2Cc2ccccc2F)n(C)c1=O | 104 | 0.1 |
| CON1C(=O)c2ccccc2C1=O | 104 | 0.6 |
| Cc1ccc2occ(CC(=O)Nc3ccc(S(=O)(=O)N4CCCC(C)C4)cc3)c2c1 (configuration not stated) | 116 | 0 |
| CCOc1ccc(C(=O)OCC(=O)N2CCCCC2)cc1OCC | 102 | -0.1 |
| CC(=O)c1c(C)oc2c(Cl)cc(NS(=O)(=O)c3cc(C)c(C)cc3C)cc12 | 112 | 0.2 |
| CSc1ccc(CCNC(=O)C2CCN(c3nc4ccccc4nc3C(F)(F)F)CC2)cc1 | 107 | 0 |
| Cc1ccc(S(=O)(=O)N2CCN(S(=O)(=O)c3cccs3)CC2)cc1 | 99 | -1.2 |
| Cc1ccc(C)c(S(=O)(=O)c2nnn3c2nc(NCCC(C)C)c2ccccc23)c1 | 102 | 0.3 |
| Cn1cc(C2=C(c3cn(CCCSC(=N)N)c4ccccc34)C(=O)NC2=O)c2ccccc21 | 101 | 0.2 |
| CC(C)c1ccc(NC(=O)CSc2n[nH]c(=O)n2C(C)c2ccccc2)cc1 (configuration not stated) | 99 | -0.8 |
| Cc1ccc(CCN2CC(C(=O)NC3CCCCC3)CC2=O)cc1 (configuration not stated) | 100 | -0.1 |
| c1ccc2[nH]c(CN3CCOCC3)nc2c1 | 115 | 1.2 |

Fetched by structure from above (four):
| smiles | Polio RdRp inh | Polio RdRp inh FP z-score |
| --- | --- | --- |
| c1ccc2[nH]c(CN3CCOCC3)nc2c1 | 115 | 1.2 |
| Cn1cc(C2=C(c3cn(CCCSC(=N)N)c4ccccc34)C(=O)NC2=O)c2ccccc21 | 101 | 0.2 |
| Cc1ccc(S(=O)(=O)N2CCN(S(=O)(=O)c3cccs3)CC2)cc1 | 99 | -1.2 |
| CON1C(=O)c2ccccc2C1=O | 104 | 0.6 |

(next part)
| smiles | Polio RdRp inh | Polio RdRp inh FP z-score |
| --- | --- | --- |
| O=C(Nc1ccc(Br)cc1)c1ccc(Br)c(S(=O)(=O)NCc2ccccc2)c1 | 107 | 0.4 |
| Cc1cc(N)ccn1 | 110 | 1 |
| Cc1nc2cccnc2n1-c1cccc(C(=O)N2CCN(c3ccc(Cl)cc3)CC2)c1 | 106 | -0.2 |
| COc1ccc(CNC(=O)c2ccc(NC(=O)N3CCSc4ncccc43)cc2)cc1OC | 109 | 0.7 |
| COc1ccc(NC(c2c[nH]c3ccccc23)P2(=S)OCC(C)(C)CO2)cc1 (configuration not stated) | 101 | -0.1 |
| COc1ccc(NC(=O)c2oc3ccccc3c2NC(=O)C23CC4CC(CC(C4)C2)C3)cc1 | 100 | -1.2 |
| CCOC(=O)c1c(Cc2cccc(C)c2)c[nH]c1-c1ccccc1 | 103 | 0.3 |
| COc1ccc(C(=O)Nc2nc3n(n2)C(c2ccccc2)C=C(c2ccccc2)N3)cc1 (configuration not stated) | 106 | 0.2 |
| CC(C)Cn1cc(NC(=O)N(C)Cc2ccco2)c2ccccc2c1=O | 102 | -0.1 |
| COc1ccc(-c2nc(Cn3c(=O)cc(-c4ccccc4)c4c(C)nn(C)c43)c(C)o2)cc1OC | 106 | 0 |
| CC1(C)CC(=O)c2cc(-c3nc(-c4ccc(Cl)cc4)cs3)c(=O)[nH]c2C1 | 110 | 1.3 |
| Cc1cc(CSc2nnc(NC3CC3)s2)no1 | 103 | 0 |
| CCCCNC(=O)C1CCCN1S(=O)(=O)c1cccc2nsnc12 (configuration not stated) | 100 | -0.2 |
| COc1cccc(N2CCN(S(=O)(=O)c3ccc(CN4C(=O)c5cccnc5C4=O)s3)CC2)c1 | 103 | 0.3 |
| O=C(COC(=O)c1ccc(F)cc1Cl)c1ccc(Br)cc1 | 104 | 0.9 |
| O=C(Nc1ccc(F)cc1)C1c2ccccc2Oc2ccccc21 | 103 | 0.3 |
| C(=Nc1ccc2ccccc2c1)Nc1ccc2ccccc2c1 | 106 | 0.2 |
| CCc1ccc(CNC(=O)c2cccc(-n3cnc4cccnc43)c2C)cc1 | 107 | 0 |
| CCOc1ccc(S(=O)(=O)NCCc2csc3nc(-c4ccc(OC)c(OC)c4)nn23)cc1 | 105 | -0.4 |
| Cc1c(CNC(C)CCc2ccccc2)c(C(=O)O)c(C)n1Cc1ccc(F)cc1 (configuration not stated) | 108 | -0.1 |
| N#Cc1ccc(/C=N/NC(=S)Nc2ccc(S(=O)(=O)N3CCOCC3)cc2)cc1 | 104 | 0.1 |
| Cc1cc(NC(=O)C(C)SCC(=O)O)no1 (configuration not stated) | 102 | -0.3 |
| CCOC(=O)/C(C#N)=C/c1cc(C(=O)OCC)c(N)s1 | 44 | -4.8 |
| CCOC(=O)c1c(S(=O)(=O)N2CCCC(C(=O)NCc3ccc(F)cc3)C2)c(C)n(CC)c1C (configuration not stated) | 111 | 0.9 |
| CCC(=O)N1CCc2cc(Br)cc(S(=O)(=O)N3CCN(c4cccc(Cl)c4)CC3)c21 | 103 | -0.5 |
| CN(C)c1ccc(/C=C/CN2CCC(O)CC2)cc1 | 101 | 0.2 |
| O=C(CC1C(=O)OCCN1Cc1ccccc1)Nc1ccc(F)cc1 (configuration not stated) | 101 | -1.1 |
| O=C1C2CCC1C(N1CCCC1)CC2 (configuration not stated) | 103 | 0.6 |
| Cc1ccc(NC(=O)C2CCN(c3nc4ccccc4[nH]3)CC2)c(C)c1 | 108 | 0.1 |
| COc1ccc2[nH]c(=O)c(CN(Cc3ccco3)C(c3nnnn3Cc3ccccc3)C(C)C)cc2c1 (configuration not stated) | 101 | -0.1 |
| Cc1nc2ccc(N3NOC=C3O)cc2s1 | 71 | -11 |
| CCn1c(SCC(=O)NC(C)C)nnc1-c1ccco1 | 105 | 0.3 |
| c1ccc2c3c([nH]c2c1)-c1nonc1CC3 | 101 | -0.3 |
| CC1CCN(C(=O)c2cc(N(C)S(=O)(=O)c3ccccc3)ccn2)CC1 | 101 | 0.2 |
| CSc1cccc(NC(=O)c2cc3c(COC(C)=O)cnc(C)c3oc2=O)c1 | 105 | 0 |
| Cc1ccc(NC(=O)Nc2c(C)noc2-c2cccs2)cc1 | 102 | 0.2 |
| COc1ccc(C2=NN(C(=O)COc3ccc(-c4nnco4)cc3)C(c3ccco3)C2)cc1 (configuration not stated) | 108 | 0.9 |
| COC(=O)C1=C(CSc2nc(C)cc(C)n2)NC(=O)NC1c1ccc(F)cc1 (configuration not stated) | 102 | 0 |
| c1csc(Nc2nc3cc4c(cc3s2)OCO4)n1 | 87 | -5.7 |
| COc1ccc2nc(N(CCN(C)C)C(=O)C3CCCCC3)sc2c1 | 102 | 0.2 |
| O=C1C2CCCC1C(c1ccc3c(c1)OCO3)NC2c1ccc2c(c1)OCO2 (configuration not stated) | 102 | 0 |
| COC1OC(C)C(OCc2ccccc2)C(O)C1O (configuration not stated) | 110 | 0.7 |
| Cc1ccc(-c2n[nH]c(=S)c3ccccc23)cc1S(=O)(=O)NCc1cccnc1 | 101 | -0.1 |
| NC(=S)NNc1ccc(S(N)(=O)=O)cc1 | 101 | -0.1 |
| O=C(c1ccccc1)N1CCCCC(S(=O)(=O)c2ccccc2)C1=O (configuration not stated) | 104 | 0.4 |
| CCc1ccc(C2CC(=O)c3c([nH]c(C(=O)OC4CCCCCC4)c3C)C2)cc1 (configuration not stated) | 105 | -0.1 |
| CCC(=O)Nc1ccccc1N1CCN(c2ccc(F)cc2)CC1 | 103 | 0.5 |
| O=c1c2sccc2n(Cc2cc(=O)n3ccccc3n2)c(=O)n1-c1cccc(C(F)(F)F)c1 | 109 | 0.8 |
| CNC(=O)Cn1c(-c2cccs2)cc2ccccc21 | 104 | 0.3 |
| CCOC(=O)c1ccc(NC(=O)Cn2cc(C(=O)c3ccc(Cl)cc3)c(=O)c3ccc(C)nc32)cc1 | 126 | 3.6 |
| O/N=C/C(=N/O)c1ccc(Br)cc1 | 100 | 0.1 |
| CC(=O)Nc1cccc(OCc2cc(=O)n3nc(CC(C)C)sc3n2)c1 | 101 | 0.3 |
| Cc1ccccc1-c1nc(SCC(=O)NCc2ccco2)c2c(=O)n(C)c(=O)n(C)c2n1 | 100 | -1.8 |
| O=C(c1ccccc1)N1CCOc2ccccc21 | 100 | -0.2 |
| CCNc1nc(NC(C)C)nc(Oc2ccc(/C=N/O)cc2)n1 | 98 | -0.7 |
| Cc1ccc(NC(=O)CCC(=O)N2Cc3ccccc3Oc3ncccc32)c(C)c1 | 109 | 0.1 |
| Clc1ccc(OCc2cn3ccccc3n2)c2ncccc12 | 108 | 0.5 |
| O=C1C2C3C=CC(C3)C2C(=O)N1c1ccc2c(c1)OCO2 (configuration not stated) | 100 | -0.6 |
| O=C(NCCc1ccccc1)c1nn(-c2ccccc2F)nc1CO | 111 | 1 |
| Cc1ccc(NC(=O)OC2CCCCCCC2)cc1 | 103 | -0.1 |

The results go on.
| smiles | Polio RdRp inh | Polio RdRp inh FP z-score |
| --- | --- | --- |
| COc1ccc(CC(=O)N2CC(=O)Nc3ccc(F)cc3C2c2ccccc2)cc1 (configuration not stated) | 106 | 0.2 |
| CC1SC(NC(=O)COc2ccccc2)=NC1=O (configuration not stated) | 101 | -0.1 |
| Cc1ccc(Cl)cc1-n1c(=O)c2sc3ccccc3c2n(Cc2ccccc2)c1=O | 106 | 0.5 |
| COC(=O)c1ccc2c(=O)n3nc(Nc4ccc(F)cc4F)sc3nc2c1 | 111 | 1.2 |
| CCOC(=O)c1sc2nc(C)nc(NCCCOC)c2c1C | 104 | 0.1 |
| CC(C)n1cc(NC(=O)c2cc(-c3ccccc3)on2)cn1 | 100 | -0.1 |
| COc1cc(-c2oc3ccc(C)cc3c(=O)c2O)cc(OC)c1OC | 113 | 1.3 |
| O=C1c2ccc(C34CC5CC(CC(C5)C3)C4)cc2C(=O)N1CCN1CCOCC1 | 98 | -0.3 |
| CCC(Oc1ccccc1)C(=O)Nc1nnc(S(=O)(=O)Nc2ccccc2)s1 (configuration not stated) | 103 | -1.4 |
| CCN(C(=O)CCc1nnc2ccc(NCc3ccccc3)nn12)c1ccccc1 | 101 | -0.3 |
| CC(C)CCNC(=O)c1ccc(CS(=O)(=O)c2ccc(Br)cc2)o1 | 101 | -0.1 |
| CC(=O)Nc1ccc(S(=O)(=O)Nc2ccc(-c3cn4c(C)csc4n3)cc2)cc1 | 109 | 0.2 |
| CCc1ccccc1N(CC)C(=O)c1cc2c(s1)-c1ccccc1SC2 | 107 | 0 |
| Cn1c(C(C#N)C(=O)c2ccccc2Br)nc2ccccc21 (configuration not stated) | 100 | -0.4 |
| Cc1cc(NS(=O)(=O)c2ccc3c(c2)OCCO3)no1 | 104 | 0.4 |
| CC(C)(C)c1ccc(C(=O)NC2(C(F)(F)F)NC(=O)N(CCc3ccccc3)C2=O)cc1 (configuration not stated) | 105 | 0.2 |
| NS(=O)(=O)c1ccc(NC(=O)CCC(=O)Nc2ccc(S(N)(=O)=O)cc2)cc1 | 102 | 0.1 |
| CC(C)c1cccc(C(C)C)c1O | 100 | 0 |
| CCOCc1c(C(=O)OCCOc2ccccc2)oc2ccccc12 | 102 | -0.1 |
| Cc1cc(C(=O)Nc2ccc(S(N)(=O)=O)cc2)no1 | 101 | 0.1 |
| COc1ccc(-c2nnc3s/c(=C\c4ccco4)c(=O)n23)cc1OC | 103 | 0.6 |
| O=C(Cc1ccc(Cl)cc1)Nc1nnc2n1CCS2 | 104 | -0.9 |
| O=C(CSc1ncccn1)NC1CC2CCC1C2 (configuration not stated) | 105 | 1 |
| COC(Cn1c(-c2cccc(S(=O)(=O)N(C)C)c2)n[nH]c1=S)OC | 99 | -0.5 |
| CCOC(=O)C1CCCN(Cc2ccc(Cl)cc2)C1 (configuration not stated) | 101 | 0.2 |
| CC1CN(C(=O)COC(=O)c2cccc(Cl)c2)CC(C)O1 (configuration not stated) | 100 | -0.5 |
| Cc1cccc(C)c1NC(=O)CCS(=O)(=O)c1cccc2nonc12 | 107 | 0.6 |
| CCc1cccc(CC)c1NC(=O)Cn1nnc2sc(-c3ccccc3)cc2c1=O | 105 | -0.4 |
